SR-BI HDL uptake: inhibitors of SR-BI mediated HDL lipid uptake, primary screen, ldlA[mSR-BI] cells, fluorescence, single point. Scavenger receptor class B member 1 (Mus musculus), Q61009. ldlA[mSR-BI] CHO cells, DiI-HDL uptake fluorescence, 3 h. inhibition, % at 12.5 µM. hit rate 0.96% among 320,000;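 active = mean replicate inhibition of at least 70% and a set share of replicates each scoring 70 or more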;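 note: 0% = median of neutral control wells and 100% = median of positive control wells; values of inactives mirror those of a sister screen read the other way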
Target sequence (Q61009 whole entry, looked up): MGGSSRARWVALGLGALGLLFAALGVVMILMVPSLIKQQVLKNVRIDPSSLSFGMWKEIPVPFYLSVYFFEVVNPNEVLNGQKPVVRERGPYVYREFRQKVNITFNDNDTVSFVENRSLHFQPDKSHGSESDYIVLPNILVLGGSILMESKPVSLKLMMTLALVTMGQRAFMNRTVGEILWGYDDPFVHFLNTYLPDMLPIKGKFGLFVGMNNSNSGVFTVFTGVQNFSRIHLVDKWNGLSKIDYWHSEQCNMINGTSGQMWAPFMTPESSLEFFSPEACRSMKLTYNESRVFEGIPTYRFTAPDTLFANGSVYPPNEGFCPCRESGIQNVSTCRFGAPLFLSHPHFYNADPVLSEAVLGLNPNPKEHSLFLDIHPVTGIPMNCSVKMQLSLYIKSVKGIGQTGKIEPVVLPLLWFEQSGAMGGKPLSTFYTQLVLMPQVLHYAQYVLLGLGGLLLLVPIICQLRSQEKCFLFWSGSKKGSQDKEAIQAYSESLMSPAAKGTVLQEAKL
HTR5A ag ctr: HTR5A agonists in luminescence cell assay, primary screen, counter-screen for OPRM1-OPRD1 heterodimer agonist project, full-deck HTS. activation, % at 9.3 µM. cell-based. AID 504692, 2011. 5-hydroxytryptamine receptor 5A (Homo sapiens), P47898. hit rate 0.61% among 340,000; in the data active = activation mostly above about 9.5%, no sharp cut-off; inactive = mostly below about 7.6%;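 note: 0% = cells with vehicle only and 100% = reference agonist; strong numbers were not always called active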
dFosB activator: activators of delta FosB homodimer, primary screen, biochemical, fluorescence polarization, TAMRA-CDK5 oligo, single point; Protein FosB (Mus musculus), P13346; purified delta FosB; percent of positive-control signal above neutral wells; activation, % at 25 µM; hit rate 0.99% among 340,000; AID 493131, 2011;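 active = mean activation above about 17%, with every replicate also reaching it, limit read from the data, passing the limit was not always enough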;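 note: fluorescence polarization rise as delta FosB binds a TAMRA Cdk5 AP-1 oligo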
SR-BI DiI-HDL act: activators of SR-BI mediated DiI-HDL uptake, primary screen, ldlA[mSR-BI] CHO cells, DiI fluorescence; activation, % at 12.5 µM; hit rate 0.096% among 320,000; 3 h; 100 = double the neutral-control signal;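 active = mean replicate activation of at least 60% and every replicate at or above 60%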;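 note: 0% = median plate neutral-control signal and 100% = twice that signal; values of inactives mirror those of a sister screen read the other way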
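Material: SR-BI-overexpressing, LDLR-lacking CHO cells; schedule: compound exposure 3 h, 37 °C; reagent: DiI-labelled HDL at 10 µg/mL final; technique: bottom-read fluorescence, 550/595 nm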
CDK5 p35 inh: inhibitors of human CDK5/p35 kinase, primary screen, biochemical, single concentration. Recombinant CDK5/p35, ADP-Glo luminescence, 60 min. inhibition, % at 10 µM. hit rate 0.01% among 330,000. AID 488839, 2010;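 active = highest replicate inhibition of at least 50% and at least 75% of replicates reaching 50%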;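 note: plate controls were DMSO neutral control for no effect and GW8510 at 10 µM for full effect; many of its hits are not listed in these tables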
Target sequence (Q00535 whole entry, looked up): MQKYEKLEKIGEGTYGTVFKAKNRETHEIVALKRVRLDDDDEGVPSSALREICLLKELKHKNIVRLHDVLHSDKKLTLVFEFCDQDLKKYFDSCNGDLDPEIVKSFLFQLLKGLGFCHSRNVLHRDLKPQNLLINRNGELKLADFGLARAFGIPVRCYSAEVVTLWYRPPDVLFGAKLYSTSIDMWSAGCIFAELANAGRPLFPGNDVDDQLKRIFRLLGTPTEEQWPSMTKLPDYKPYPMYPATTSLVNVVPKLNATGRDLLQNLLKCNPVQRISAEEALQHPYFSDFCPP
Target sequence (Q15078 whole entry, looked up): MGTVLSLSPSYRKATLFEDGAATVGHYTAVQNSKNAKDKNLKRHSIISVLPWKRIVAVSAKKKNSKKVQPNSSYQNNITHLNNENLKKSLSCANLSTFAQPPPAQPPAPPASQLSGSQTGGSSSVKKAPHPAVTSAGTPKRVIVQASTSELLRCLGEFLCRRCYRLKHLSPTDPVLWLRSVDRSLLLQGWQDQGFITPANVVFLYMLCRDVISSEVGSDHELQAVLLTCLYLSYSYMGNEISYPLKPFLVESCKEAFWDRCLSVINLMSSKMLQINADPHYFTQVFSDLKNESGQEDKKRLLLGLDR
PvdQ inh: P. aeruginosa PvdQ acylase inhibitors, primary screen, biochemical, fluorescence, plate reader and imaging, single point; inhibition, % at 10 µM; purified PvdQ acylase; hit rate 0.063% among 340,000; AID 488965, 2010; PvdQ acylase [Pseudomonas aeruginosa LESB58]; in the data active = inhibition above about 30%, passing the limit was not always enough;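 note: 0% = vehicle neutral wells and 100% = reference inhibitor wells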
Rtt109 Vps75: inhibitors of C. albicans Rtt109/Vps75 HAT, primary screen, biochemical, ThioGlo CoA-SH fluorescence, plate reader; Histone acetyltransferase RTT109 (Candida albicans (strain SC5314 / ATCC MYA-2876)), …; purified Rtt109/Vps75, 4 h; inhibition, % at 34.9 µM; hit rate 0.16% among 330,000;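 active = inhibition of at least 50% in every replicate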
cardiac RTF act: cardiac RTF calcium sensitivity activators, primary screen, biochemical, IANBD-TnC fluorescence, EC20 calcium; hit rate 0.24% among 340,000; Troponin I, cardiac muscle (Homo sapiens) + Troponin T, cardiac muscle (Homo sapiens) + …; activation, % at 7.2 µM; AID 493008, 2010; IANBD-labeled TnC RTF fluorescence at EC20 calcium; 0% EC20 calcium, 100% full calcium;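 active = activation above the mean over all tested compounds plus 3 SD, cut at about 30% in these data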;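 note: rise in fluorescence read as greater calcium sensitivity of cardiac thin filaments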
Wnt bcat act: Wnt/beta-catenin pathway activators, primary screen, cell-based, plate reader, single point. Wnt/beta-catenin reporter cell assay, activator. activation, % at 9.35 µM. hit rate 1.2% among 300,000; in the data active = activation above about 30%, passing the limit was not always enough;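 note: 0% = neutral control wells and 100% = positive control wells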
MITF act: activators of MITF-driven TRPM1 promoter reporter, primary screen, cell-based, SK-MEL-5, luciferase, single point; SK-MEL-5 TRPM1-promoter luciferase, 24 h; % of positive control, neutral wells = 0; activation, % at 12.5 µM; hit rate 0.75% among 300,000; AID 588334, 2011;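 active = mean activation of at least 80% with every replicate also reaching 80%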;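 note: 0% = neutral control wells and 100% = parthenolide positive control wells; values of inactives mirror those of a sister screen read the other way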
* hit, by the source's call; . = no result given.

Preview (ten entries):
compound | CDK5 p35 inh | MITF act | cardiac RTF act | SR-BI DiI-HDL act | Rtt109 Vps75 | Wnt bcat act | SR-BI HDL uptake | dFosB activator | HTR5A ag ctr | PvdQ inh
CC(C)[C@H](NC(=O)c1ccccc1F)C(=O)OCC(=O)NC(=O)NC1CCCCC1 | 0.9 | 3 | 1 | 9 | 4 | -2 | -9 | -22 | -2 | -12
CCOc1ccc(CCNC(=O)C(CCC(N)=O)NC(=O)OCc2ccccc2)cc1OCC (stereo unspecified) | -0.1 | -10 | 5 | -32 | -9 | -1 | 32 | -3 | -2 | -11
O=C1NC[C@H](Cc2ccccc2)N(CCc2cccc(F)c2)C1=O | 0.2 | 9 | 5 | 29 | 0 | -3 | -29 | -4 | -4 | -13
COc1ccc(CN2CCCC(C(=O)N3CCCC3)C2)c(OC)c1 (stereo unspecified) | -1.0 | 2 | -1 | 8 | -5 | 1 | -8 | 1 | 1 | 4
COc1ccc(NC(=O)CCCC(=O)c2ccccc2)c(OC)c1 | -0.3 | . | 2 | 12 | -4 | 2 | -12 | 1 | 4 | -12
COc1ccc(C2=NN(c3ccccc3)C(=O)/C2=C\c2ccc(O)c(OC)c2)cc1 | 1.8 | 13 | 10 | 24 | 0 | 5 | -24 | -6 | 0 | -22
CC(=O)Nc1ccc(NS(=O)(=O)c2cccc3ccccc23)cc1 | 1.0 | -11 | 12 | 10 | 1 | 3 | -10 | 0 | 1 | -16
O=C(Nc1ccc([N+](=O)[O-])cn1)c1ccc2c(c1)OCO2 | -0.6 | 49 | -2 | 26 | 2 | 14 | -26 | 2 | -1 | -6
CC(NC(=O)COC(=O)/C=C/c1ccc2c(c1)OCO2)c1ccccc1 (stereo unspecified) | 0.0 | -8 | 1 | 13 | 4 | -3 | -13 | 0 | -4 | 13
CC(c1ccc(C(C)(C)C)cc1)S(=O)CC(O)CO (stereo unspecified) | -1.7 | 4 | 8 | 19 | -1 | . | -19 | -5 | 4 | -10

This part in full, from the start:
compound | CDK5 p35 inh | MITF act | cardiac RTF act | SR-BI DiI-HDL act | Rtt109 Vps75 | Wnt bcat act | SR-BI HDL uptake | dFosB activator | HTR5A ag ctr | PvdQ inh
CC(C)[C@H](NC(=O)c1ccccc1F)C(=O)OCC(=O)NC(=O)NC1CCCCC1 | 0.9 | 3 | 1 | 9 | 4 | -2 | -9 | -22 | -2 | -12
CCOc1ccc(CCNC(=O)C(CCC(N)=O)NC(=O)OCc2ccccc2)cc1OCC (stereo unspecified) | -0.1 | -10 | 5 | -32 | -9 | -1 | 32 | -3 | -2 | -11
O=C1NC[C@H](Cc2ccccc2)N(CCc2cccc(F)c2)C1=O | 0.2 | 9 | 5 | 29 | 0 | -3 | -29 | -4 | -4 | -13
COc1ccc(CN2CCCC(C(=O)N3CCCC3)C2)c(OC)c1 (stereo unspecified) | -1.0 | 2 | -1 | 8 | -5 | 1 | -8 | 1 | 1 | 4
COc1ccc(NC(=O)CCCC(=O)c2ccccc2)c(OC)c1 | -0.3 | . | 2 | 12 | -4 | 2 | -12 | 1 | 4 | -12
COc1ccc(C2=NN(c3ccccc3)C(=O)/C2=C\c2ccc(O)c(OC)c2)cc1 | 1.8 | 13 | 10 | 24 | 0 | 5 | -24 | -6 | 0 | -22
CC(=O)Nc1ccc(NS(=O)(=O)c2cccc3ccccc23)cc1 | 1.0 | -11 | 12 | 10 | 1 | 3 | -10 | 0 | 1 | -16
O=C(Nc1ccc([N+](=O)[O-])cn1)c1ccc2c(c1)OCO2 | -0.6 | 49 | -2 | 26 | 2 | 14 | -26 | 2 | -1 | -6
CC(NC(=O)COC(=O)/C=C/c1ccc2c(c1)OCO2)c1ccccc1 (stereo unspecified) | 0.0 | -8 | 1 | 13 | 4 | -3 | -13 | 0 | -4 | 13
CC(c1ccc(C(C)(C)C)cc1)S(=O)CC(O)CO (stereo unspecified) | -1.7 | 4 | 8 | 19 | -1 | . | -19 | -5 | 4 | -10
Cc1ccc(N2CC(C(=O)Nc3c4c(nn3C(C)(C)C)CS(=O)(=O)C4)CC2=O)cc1 (stereo unspecified) | -1.6 | -5 | 2 | 12 | -12 | -1 | -12 | -2 | 1 | 9
COc1ccc(C(NC(C)=O)c2c(O)ccc3ccccc23)cc1OC (stereo unspecified) | -0.2 | -7 | 3 | -12 | -3 | . | 12 | -11 | -2 | -4
CNC(=O)COC(=O)c1[nH]c(C)c(C(C)=O)c1C | -1.6 | -9 | 9 | 6 | 21 | . | -6 | -13 | -1 | 3
C[C@H](CO)N1C[C@H](C)[C@@H](CN(C)S(=O)(=O)c2ccc(F)cc2)Oc2c(NC(=O)Nc3ccccc3)cccc2C1=O | 2.1 | 6 | 1 | 2 | 18 | 19 | -2 | -15 | 2 | -19
CCOc1ccc(N(CC(=O)NC2CCCCC2)C(=O)Cn2nnc(-c3ccc(C)o3)n2)cc1 | -0.1 | -8 | 1 | . | 2 | 0 | . | -12 | 1 | -7

Laid out differently: results already given
Results follow in this order: CDK5 p35 inh | MITF act | cardiac RTF act | SR-BI DiI-HDL act | Rtt109 Vps75 | Wnt bcat act | SR-BI HDL uptake | dFosB activator | HTR5A ag ctr | PvdQ inh
- CC(c1ccc(C(C)(C)C)cc1)S(=O)CC(O)CO (stereo unspecified)
  -1.7 | 4 | 8 | 19 | -1 | . | -19 | -5 | 4 | -10
- COc1ccc(C(NC(C)=O)c2c(O)ccc3ccccc23)cc1OC (stereo unspecified)
  -0.2 | -7 | 3 | -12 | -3 | . | 12 | -11 | -2 | -4

Continued:
compound | CDK5 p35 inh | MITF act | cardiac RTF act | SR-BI DiI-HDL act | Rtt109 Vps75 | Wnt bcat act | SR-BI HDL uptake | dFosB activator | HTR5A ag ctr | PvdQ inh
CCOc1ccc(S(=O)(=O)NNS(=O)(=O)c2ccc(C)cc2C)cc1 | -0.6 | 4 | -6 | 12 | -4 | 1 | -12 | -7 | 0 | -15
Cc1ccc(-c2nc3cc(N)ccc3o2)cc1 | -5.6 | -13 | 2 | 6 | 4 | . | -6 | 3 | 3 | -6
Clc1cc2nc[nH]c2cc1Cl | 1.0 | . | 14 | 5 | -7 | 2 | -5 | -8 | 4 | -20
COC(=O)c1ccc(/C=N/Nc2nc(C)c(C)s2)cc1 | -5.9 | . | 6 | -55 | -8 | 34* | 55 | -22 | -2 | -7
O=C(NNC(=O)c1cccc2ccccc12)c1ccc(Cl)cc1 | 7.4 | 41 | -5 | -6 | -4 | 0 | 6 | -3 | 0 | 12
CC1CCCN(C(=O)COC(=O)Cn2cnc3ccccc32)C1 (stereo unspecified) | -0.1 | -8 | -1 | 7 | -6 | 0 | -7 | 1 | 3 | -8
COc1ccc(OC)c(C(C)NC(=O)Nc2ccccc2)c1 (stereo unspecified) | -1.2 | -7 | -6 | 25 | 0 | -4 | -25 | 7 | -3 | -2
CN1/C(=C/c2cccc[n+]2CCO)Sc2ccccc21 | 1.6 | . | 1 | 2 | 5 | -1 | -2 | -2 | -2 | -17
Cc1ccc(-c2nn3c(=O)c(C)nnc3s2)cc1 | -0.9 | 1 | 1 | 12 | -5 | 3 | -12 | -6 | -7 | -4
CCCN(CC(=O)Nc1ccccc1C)C(=O)c1oc2ccc(OCC)cc2c1C | 1.3 | 2 | -1 | -51 | -10 | -1 | 51 | -11 | 6 | -9
CCCC(=O)Nc1ccc(-c2nc3cc(C)ccc3o2)cc1 | 1.5 | -2 | -7 | 10 | -11 | . | -10 | -12 | 0 | -10
Cc1nc2c(Cl)cccc2c2c1CC(CBr)O2 (stereo unspecified) | 3.8 | -5 | 4 | 4 | -3 | 3 | -4 | -12 | 3 | -15
CC(C)c1cc(CNC(=O)c2cc(COc3cncc(Cl)c3)on2)on1 | -1.8 | 4 | -1 | -45 | 3 | 2 | 45 | 2 | 3 | -17
O=C(CNC(=O)c1ccc(Cl)cc1)OCN1C(=O)c2ccccc2C1=O | 0.3 | 12 | 2 | 11 | 3 | 0 | -11 | -2 | 0 | 4
COc1ccccc1-c1nnc(NC(=O)C2=COCCO2)o1 | 0.8 | -3 | 4 | -8 | -1 | -2 | 8 | 2 | -1 | -14
CCOC(=O)c1c[nH]c2c(C(=O)c3ccccc3)cc(Cl)cc2c1=O | 0.2 | -15 | 0 | -26 | -9 | 1 | 26 | -8 | 6 | -26
COc1cccc(N2CCN(C(=O)c3ccc4nc[nH]c4c3)CC2)c1 | 0.4 | -10 | -2 | -13 | -2 | -2 | 13 | -8 | 1 | -15
O=C(COC(=O)c1cnccn1)Nc1ncc(Cl)cc1Cl | -1.0 | -3 | -5 | 18 | -3 | 0 | -18 | -6 | 1 | -8
CC[C@@H]1CCCCc2ccccc2[C@@H](C(=O)C[C@@H](O)CC(C)=O)OC1=O | 1.8 | 2 | -2 | -12 | 3 | -1 | 12 | 7 | -2 | -14
CCN(CC)C(=O)C1CCCN(c2ccc([N+](=O)[O-])cc2/C=N/NC(=O)c2ccc([N+](=O)[O-])cc2)C1 (stereo unspecified) | -0.4 | . | 6 | -43 | 9 | . | 43 | -3 | 2 | 7
CC(Nc1ccccc1CO)C(=O)Nc1cccc(Cl)c1Cl (stereo unspecified) | 3.1 | -16 | -1 | 9 | 7 | 1 | -9 | -11 | 1 | -1
CCN(CC(=O)Nc1ccc2c(c1)OCCO2)C(=O)COc1ccc(C)cc1 | -0.5 | 11 | 1 | 18 | -6 | -2 | -18 | -14 | -1 | 3
Cc1ccc(-c2nnc(SCC(N)=O)n2C)cc1 | -0.6 | 4 | 3 | 19 | 6 | -1 | -19 | -3 | 1 | -10
Cc1ccc(C(=O)O/N=C/c2c(N3CCOCC3)n(C)c3ccccc23)cc1 | -3.9 | . | 2 | -15 | -2 | -2 | 15 | -9 | 0 | 3
O=S(=O)(c1ccc(Oc2ccc(Br)cc2F)nc1)N1CCCCC1 | -6.2 | . | 12 | 8 | 9 | 5 | -8 | -1 | -1 | -4
c1coc(CN2CCN(C(c3cccs3)c3nnnn3C3CCCC3)CC2)c1 (stereo unspecified) | 0.6 | 0 | 3 | 13 | -5 | -2 | -13 | -4 | 2 | 9
O=C(c1cc(COc2ccc(F)cc2F)on1)N1CCN(C2CCCC2)C(=O)C1 | -0.5 | -3 | -1 | 4 | 1 | 1 | -4 | -3 | 9 | -17
O=C1CC(c2ccccc2)C(C(=O)O)N1 (stereo unspecified) | -0.2 | -8 | 0 | . | -2 | 0 | . | -2 | 1 | -11
O=C1CC(N2CCOCC2)C(=O)N1c1cccc(Cl)c1 (stereo unspecified) | -2.1 | . | -2 | 3 | -1 | . | -3 | 10 | -3 | -5
COc1ccc(CNC(=O)c2cc3c(s2)CS(=O)C3)cc1 (stereo unspecified) | 0.3 | -13 | 23 | 5 | 6 | -1 | -5 | -6 | -5 | -8

Screening results as filed in PubChem BioAssay.
